# Screens: PubChem BioAssay, Broad Institute
# U2OS ROS induce: ROS inducers in U2OS cancer cells, primary screen, cell-based, H2DCF-DA fluorescence; U2OS ROS induction; ROS induction (% of piperlongumine), % at 10 µM; 46,000 compounds, 2% hits; in the data active = ROS induction above about 79%, passing the limit was not always enough;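 also: 0% = DMSO vehicle median and 100% = reference compound median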
# The depositor's hits bear a star. An excerpt; the hit share may differ from the screen's.
# The opening 4 compounds (preview)
No.	mol	U2OS ROS induce
1	C[C@H](CO)N1C[C@H](C)[C@H](CN(C)C(=O)CCC(F)(F)F)OCc2cnnn2CCCC1=O	8
2	CC(C)NC(=O)N(C)C[C@@H]1Oc2ccc(NC(=O)C3CCCCC3)cc2CC(=O)N([C@H](C)CO)C[C@@H]1C	-6
3	C[C@@H]1CCCCO[C@@H](CN(C)C)[C@@H](C)CN([C@H](C)CO)C(=O)c2cc(NC(=O)c3ccccc3)ccc2O1	13
4	CNC[C@H]1Oc2c(NS(=O)(=O)c3ccccc3)cccc2C(=O)N([C@@H](C)CO)C[C@H]1C	-2

# This part in full, previewed entries included:
No.	mol	U2OS ROS induce
1	C[C@H](CO)N1C[C@H](C)[C@H](CN(C)C(=O)CCC(F)(F)F)OCc2cnnn2CCCC1=O	8
2	CC(C)NC(=O)N(C)C[C@@H]1Oc2ccc(NC(=O)C3CCCCC3)cc2CC(=O)N([C@H](C)CO)C[C@@H]1C	-6
3	C[C@@H]1CCCCO[C@@H](CN(C)C)[C@@H](C)CN([C@H](C)CO)C(=O)c2cc(NC(=O)c3ccccc3)ccc2O1	13
4	CNC[C@H]1Oc2c(NS(=O)(=O)c3ccccc3)cccc2C(=O)N([C@@H](C)CO)C[C@H]1C	-2
5	Cc1noc(C)c1NC(=O)N(C)C[C@H]1Oc2c(NC(=O)c3ccc(-c4nccs4)cc3)cccc2C(=O)N([C@@H](C)CO)C[C@H]1C	5
6	Cc1cc(C)nc(SCc2nnnn2-c2ccccc2)n1	-2
7	CCOc1ccc(C(=O)NCc2nc(-c3ccccc3)no2)cc1	-1
8	Cc1cccc(NC(=O)CN(c2ccc(Oc3ccccc3)cc2)S(C)(=O)=O)c1C	-1
9	C[C@@H]1CN([C@H](C)CO)C(=O)CCCn2nncc2CO[C@H]1CN(C)C(=O)c1ccc(N2CCN(C)CC2)cc1	-10
10	CCC(C)C(=O)Nc1ccc(Cl)cc1 (configuration not stated)	-12

# Some of these compounds in order of SMILES length, descending:
No.	mol	U2OS ROS induce
5	Cc1noc(C)c1NC(=O)N(C)C[C@H]1Oc2c(NC(=O)c3ccc(-c4nccs4)cc3)cccc2C(=O)N([C@@H](C)CO)C[C@H]1C	5
1	C[C@H](CO)N1C[C@H](C)[C@H](CN(C)C(=O)CCC(F)(F)F)OCc2cnnn2CCCC1=O	8
10	CCC(C)C(=O)Nc1ccc(Cl)cc1 (configuration not stated)	-12

# Three entries picked at random from those above, as already listed:
No.	mol	U2OS ROS induce
5	Cc1noc(C)c1NC(=O)N(C)C[C@H]1Oc2c(NC(=O)c3ccc(-c4nccs4)cc3)cccc2C(=O)N([C@@H](C)CO)C[C@H]1C	5
2	CC(C)NC(=O)N(C)C[C@@H]1Oc2ccc(NC(=O)C3CCCCC3)cc2CC(=O)N([C@H](C)CO)C[C@@H]1C	-6
6	Cc1cc(C)nc(SCc2nnnn2-c2ccccc2)n1	-2

# Other results
No.	mol	U2OS ROS induce
11	COc1ccc(NC(=O)Nc2cccc3c2O[C@H](CN(C)C(=O)NC(C)C)[C@@H](C)CN([C@H](C)CO)C3=O)cc1	-10
12	O=C(O)CNS(=O)(=O)c1cc(Cl)c(Cl)cc1Cl	-6
13	Cc1noc(C)c1NC(=O)N(C)C[C@@H]1Oc2c(NC(=O)c3ccncc3)cccc2C(=O)N([C@@H](C)CO)C[C@H]1C	-6
14	CC(C)NC(=O)Nc1ccc2c(c1)C(=O)N([C@@H](C)CO)C[C@@H](C)[C@@H](CN(C)S(C)(=O)=O)O2	-6
15	C[C@H]1CN([C@@H](C)CO)C(=O)Cc2cc(NC(=O)C3CC3)ccc2O[C@@H]1CN(C)C(=O)Nc1ccc2c(c1)OCO2	-5
16	O=c1c(F)cn(C2CCCO2)c(=O)n1Cc1ccc(Cl)cc1 (configuration not stated)	1
17	CC1CCCC(NC(=O)CNC(=S)N(Cc2ccccc2)Cc2cccs2)C1C (configuration not stated)	41
18	Cc1ccc(F)cc1NC(=O)CSc1nc2ccccc2s1	3
19	C[C@@H]1CN([C@@H](C)CO)C(=O)c2cc(N(C)C)ccc2O[C@@H]1CN(C)S(=O)(=O)c1ccccc1	18
20	COc1ccccc1NC(=O)Cn1nc(C)c([N+](=O)[O-])c1C	-11

# Other structures:
No.	mol	U2OS ROS induce
21	C[C@@H]1CN([C@@H](C)CO)C(=O)c2cc(N(C)C)ccc2O[C@@H]1CN(C)Cc1ccc(C(F)(F)F)cc1	-9
22	C[C@H](CO)N1C[C@H](C)[C@H](CN(C)C(=O)NC2CCCCC2)Oc2ccc(NC(=O)CCN3CCOCC3)cc2CC1=O	2
23	Cc1ccc(OCCNC(=O)c2ccc(C(C)(C)C)cc2)cc1	1
24	Cc1c(Cl)cccc1NS(=O)(=O)c1cccc2nsnc12	0
25	C[C@H]1CN([C@@H](C)CO)C(=O)c2cccc(NC(=O)c3ccncc3)c2O[C@@H]1CN(C)Cc1ccc2c(c1)OCO2	31
26	Cc1cc(C)cc(OCC(=O)Nc2cccc(-c3nc4ccccc4o3)c2)c1	8
27	C[C@@H]1CN([C@H](C)CO)C(=O)c2cc(NC(=O)c3ccncc3)ccc2O[C@H]1CN(C)Cc1ccc(C(=O)Nc2ccccc2N)cc1	4
28	COc1ccc(/C=C2/C(=O)C(C)(C(C)C)CCC2C)cc1 (configuration not stated)	9
29	CC(C)C[C@@H]1NC(=O)[C@H]2C[C@@H](C(=O)NCc3ccc(F)cc3)[C@@H](c3cccc(OCCO)c3)N2C1=O	18
30	c1ccc(N=C2SC(=NC3CCCCC3)C3=C2CCCC3)cc1	-4

# Later entries
No.	mol	U2OS ROS induce
31	Cc1noc(C)c1NC(=O)N(C)C[C@H]1OCCCC[C@@H](C)Oc2ccc(NC(=O)Nc3ccc4c(c3)OCO4)cc2C(=O)N([C@H](C)CO)C[C@@H]1C	-6
32	O=C(Nc1ncc(C(F)(F)F)cc1Cl)C1COc2ccccc2O1 (configuration not stated)	-11
33	CC(C)NC(=O)Nc1ccc2c(c1)C(=O)N([C@@H](C)CO)C[C@H](C)[C@@H](CN(C)C(=O)Nc1ccc(F)cc1)O2	-7
34	C[C@H](CO)N1C[C@H](C)[C@@H](CN(C)C(=O)Nc2ccc3c(c2)OCO3)Oc2c(NC(=O)C3CC3)cccc2C1=O	-9
35	C[C@@H]1CN([C@@H](C)CO)C(=O)Cc2cc(NC(=O)Nc3cccc4ccccc34)ccc2O[C@@H]1CN(C)S(=O)(=O)c1ccc(F)cc1	11
36	C=C1C(=O)O[C@H]2[C@H]1[C@@H](OC(=O)C(C)(O)CCl)C(OC(C)=O)/C(C(=O)OC)=C\CC[C@@]1(C)O[C@H]21 (some centres not stated)	69
37	Fc1ccc(Nc2nc3ccccc3nc2Nc2ccc(F)cc2)cc1	-8
38	C[C@@H]1CN([C@@H](C)CO)C(=O)c2cc(NS(=O)(=O)c3ccccc3)ccc2O[C@H]1CN(C)Cc1ccccc1	17
39	Cc1nc(S(=O)(=O)NC[C@@H]2CCCN(Cc3cccc(OCCO)c3)C2)cn1C	26
40	Cc1cccc(OCC(=O)Nc2ccccc2)c1	-1

# Next compounds
No.	mol	U2OS ROS induce
41	O=[N+]([O-])c1ccc(S(=O)(=O)CC2CSc3nc4ccccc4n32)cc1 (configuration not stated)	-6
42	COC(=O)/C=C1\SC(=Nc2ccc(C)c(C)c2)N(c2ccc(C)c(C)c2)C1=O	73
43	COC(=O)c1ccccc1NC(=O)c1cc(OC)cc(OC)c1	20
44	C[C@@H]1CN([C@@H](C)CO)C(=O)Cc2cc(NC(=O)Nc3ccc4c(c3)OCO4)ccc2O[C@@H]1CN(C)Cc1ccc(C(=O)O)cc1	46
45	C[C@@H]1CN([C@@H](C)CO)C(=O)Cc2cc(NC(=O)C3CC3)ccc2O[C@@H]1CN(C)S(=O)(=O)c1ccc(F)cc1	-7
46	Cc1cc2nn(-c3cccc4ccccc34)nc2cc1NC(=S)NC(=O)COc1ccccc1	2
47	CC(C)NC(=O)N(C)C[C@H]1Oc2ccc(NC(=O)CCN3CCOCC3)cc2CC(=O)N([C@@H](C)CO)C[C@@H]1C	-2
48	Cc1noc(C)c1S(=O)(=O)N(C)C[C@H]1Oc2ccc(NS(=O)(=O)c3cn(C)cn3)cc2CC(=O)N([C@@H](C)CO)C[C@H]1C	-7
49	CCCn1c2ccccc2c2nnc(SC(CC)C(=O)Nc3nc(C)c(C(=O)OCC)s3)nc21 (configuration not stated)	23
50	C[C@H](CO)N1C[C@H](C)[C@@H](CN(C)S(=O)(=O)c2ccccc2)Oc2c(NS(C)(=O)=O)cccc2C1=O	-6

# Following part
No.	mol	U2OS ROS induce
51	C[C@H](CO)N1C[C@H](C)[C@@H](CN(C)C)OCc2cn(nn2)CCCC1=O	14
52	Cc1ccc(S(=O)(=O)N(C)C[C@@H]2Oc3ccc(NC(=O)Cc4cn(C)c5ccccc45)cc3C(=O)N([C@@H](C)CO)C[C@H]2C)cc1	17
53	Cc1noc(C)c1NC(=O)Nc1ccc2c(c1)CC(=O)N([C@@H](C)CO)C[C@@H](C)[C@@H](CN(C)C)O2	0
54	COc1cc(OC)c(C2=NOC(C(=O)Nc3sc4c(c3C#N)CCC4)C2)cc1Cl (configuration not stated)	2
55	COc1ccc(NC(=O)Nc2ccc3c(c2)CC(=O)N([C@@H](C)CO)C[C@@H](C)[C@@H](CN(C)C(=O)Nc2c(C)noc2C)O3)cc1	-2
56	CC(C)OC(=O)C1=c2s/c(=C\c3cccnc3)c(=O)n2C(N)=C(C#N)C1c1cccnc1 (configuration not stated)	104*
57	C[C@H]1CN([C@@H](C)CO)C(=O)c2cc(NC(=O)Nc3ccc4c(c3)OCO4)ccc2O[C@H]1CN(C)S(=O)(=O)c1ccccc1	1
58	O=C(CSc1nc2sc3c(c2c(=O)n1-c1ccccc1)CCC3)N1CCC(c2noc3ccc(F)cc23)CC1	36
59	C(=N\n1cncn1)/c1ccc(N2CCOCC2)cc1	2
60	Nc1ccccc1CC(c1c[nH]c2ccccc12)c1c[nH]c2ccccc12	6

# Going on with the list:
No.	mol	U2OS ROS induce
61	CC(C)NC(=O)Nc1ccc2c(c1)C(=O)N([C@H](C)CO)C[C@@H](C)[C@@H](CN(C)S(=O)(=O)c1ccc(Cl)cc1)O2	1
62	COc1ccc(NC(=O)Nc2ccc3c(c2)C(=O)N([C@H](C)CO)C[C@H](C)[C@@H](CN(C)S(=O)(=O)c2c(C)noc2C)OCCCC[C@@H](C)O3)cc1	8
63	COC(=O)CN(C(=O)c1cc2ccccc2oc1=O)c1ccc(Br)cc1	3
64	COc1cccc(C(=O)NC2(C(F)(F)F)C(=O)N(CC3CCCO3)C3=C2C(=O)CC(C)(C)C3)c1 (configuration not stated)	-4
65	Cc1nn(-c2ccccn2)c2c1C(=O)CC(c1ccco1)C2 (configuration not stated)	6
66	C[C@@H]1CCCCO[C@@H](CN(C)C(=O)NC2CCCCC2)[C@@H](C)CN([C@H](C)CO)C(=O)c2cc(NC(=O)Nc3ccc(C(F)(F)F)cc3)ccc2O1	13
67	NC(=O)[C@@H]1[C@H]2C(=O)O[C@H](c3ccccc3)[C@H](c3ccccc3)N2[C@H](c2ccc(OCCO)cc2)[C@@]12C(=O)Nc1ccc(C#CC3=CCCCC3)cc12	7
68	COc1cc(C)c(C(=O)O[C@H]2[C@@H](OC(C)=O)[C@H](n3ccc(=O)[nH]c3=O)O[C@@H]2CO)c(OC)c1	5
69	C[C@@H]1CN([C@@H](C)CO)C(=O)Cc2cc(NC(=O)Cc3ccccc3)ccc2O[C@@H]1CN(C)CC1CC1	18
70	C[C@H]1CN([C@@H](C)CO)C(=O)Cc2cc(NC(=O)NC3CCCCC3)ccc2O[C@@H]1CN(C)C(=O)Nc1ccc(C(F)(F)F)cc1	14

# Later entries.
No.	mol	U2OS ROS induce
71	C[C@H](CO)N1C[C@H](C)[C@H](CN(C)C(=O)Nc2ccc(F)cc2)Oc2ccc(NC(=O)Nc3ccc(C(F)(F)F)cc3)cc2C1=O	51
72	C[C@@H]1CCCCO[C@@H](CN(C)S(=O)(=O)c2cn(C)cn2)[C@@H](C)CN([C@H](C)CO)C(=O)c2cc(NC(=O)NC3CCCCC3)ccc2O1	2
73	C[C@@H]1CCCCO[C@H](CN(C)C(=O)NC2CCCCC2)[C@@H](C)CN([C@H](C)CO)C(=O)c2cc(NC(=O)Nc3ccc4c(c3)OCO4)ccc2O1	11
74	C[C@@H]1CCCCO[C@H](CN(C)C(=O)Nc2ccc(C(F)(F)F)cc2)[C@@H](C)CN([C@H](C)CO)C(=O)c2cc(NC(=O)c3ccncc3)ccc2O1	24
75	C[C@@H]1CCCCO[C@H](CN(C)Cc2ccc3c(c2)OCO3)[C@@H](C)CN([C@H](C)CO)C(=O)c2cc(NC(=O)CCCN(C)C)ccc2O1	-1
76	CC(C)NC(=O)Nc1ccc2c(c1)CC(=O)N([C@@H](C)CO)C[C@@H](C)[C@@H](CN(C)Cc1ccccc1)O2	24
77	Cc1noc(C)c1S(=O)(=O)Nc1ccc2c(c1)C(=O)N([C@H](C)CO)C[C@H](C)[C@H](CN(C)Cc1ccc3c(c1)OCO3)O2	-14
78	C[C@H]1CN([C@@H](C)CO)C(=O)CCCn2cc(nn2)CO[C@H]1CN(C)S(=O)(=O)c1ccc(C#N)cc1	-9
79	CC(=O)n1c(/C=C2/C=c3cccc(C)c3=NC2=O)c(O)[nH]c1=S	71
80	C[C@@H]1CN([C@@H](C)CO)C(=O)Cc2cc(NC(=O)Cc3ccccc3)ccc2O[C@@H]1CN(C)Cc1ccc(C(=O)Nc2ccccc2N)cc1	65

# Continued:
No.	mol	U2OS ROS induce
81	COc1ccc(S(=O)(=O)N(C)C[C@@H]2Oc3ccc(NC(=O)Nc4ccccc4)cc3CC(=O)N([C@H](C)CO)C[C@H]2C)cc1	-3
82	CC(C)(C)c1ccc(N2C(=O)CCC2=O)cc1	-1
83	Cc1ccc(S(=O)(=O)N(C)C[C@H]2Oc3ccc(NC(=O)Cc4ccccc4)cc3CC(=O)N([C@H](C)CO)C[C@H]2C)cc1	13
84	CCOC(=O)N(C)C[C@H]1OCc2cnnn2CCCC(=O)N([C@H](C)CO)C[C@@H]1C	-5
85	CC12C=CC(=O)C=C1CCC1C2=CCC2(C)C1CC[C@@H]2C(=O)CN1CCN(c2cc(N3CCCC3)nc(N3CCCC3)n2)CC1 (some centres not stated)	174*
86	C[C@H]1CN([C@@H](C)CO)C(=O)Cc2cc(NC(=O)CCC(F)(F)F)ccc2O[C@H]1CN(C)Cc1ccncc1	1
87	COC(=O)c1cc(NC(=O)CSc2nnc(C)s2)ccc1Cl	-5
